# TTR transcr act: TTR transcription activation, primary screen; hit rate 1.3% among 92,000; SH-SY5Y TTR promoter Gaussia luciferase, luminescence; 100% = recombinant luciferase protein wells; activation, % at 16.7 µM; AID 1117267;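 active = activation above the mean of all tested compounds plus 3 SD, cut at about 9.5% in these data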;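 also: cells exposed to compounds for one day before reading; 0% = median of all test compound wells on the plate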
# Starred values were filed as active, the others as inactive.
SMILES,TTR transcr act
CCN(CC)c1nc2ccccc2nc1-n1nc(C)cc1C,0.0
Cc1ccccc1OCc1nnc(SCC(=O)Nc2c(C)n(C)n(-c3ccccc3)c2=O)n1-c1ccccc1,-1.5
Cc1ccc(S(=O)(=O)N2CCN(C(=O)c3ccccc3Cc3ccccc3)CC2)c(C)c1,-0.1
COc1ccc(CCNC(=S)NC(=O)c2ccccc2)cc1OC,-0.9
CCC(C(=O)NCc1ccco1)N(C(=O)CNS(=O)(=O)c1ccccc1)c1ccc(OC)cc1 (stereo not drawn),1.1
CC(=O)C1C(=O)c2c(cccc2[N+](=O)[O-])C1=Nc1ccc(S(N)(=O)=O)cc1 (stereo not drawn),1.6
C[C@H](CO)N1C[C@H](C)[C@@H](CN(C)C(=O)c2cnccn2)Oc2ncc(Br)cc2C1=O,-0.5
Cc1cc(Oc2ncccc2[N+](=O)[O-])c2cc(Cl)ccc2n1,-1.6
CCN(CC)c1ccc(/C=N/N2C(C)CCCC2C)c(O)c1 (stereo not drawn),-0.2
Cn1c(SCc2ccccc2F)nnc1-c1ccccn1,1.1
CCOC(=O)Cn1c(=O)oc2cc(S(=O)(=O)NC(C)(C)CC)ccc21,0.3
CSc1nc(C)nc(N/C=C(\C#N)S(=O)(=O)c2ccccc2Cl)n1,3.0
CCOC(=O)C1=C[C@@H](C2CCCC2)N(S(=O)(=O)c2ccc([N+](=O)[O-])cc2)[C@H]1c1ccccc1,-2.7
Cc1cccc(NC(=O)Nc2nnc(N3CCCCC3C)s2)c1C (stereo not drawn),2.6
NC(=O)c1nnn(-c2cccc(C(F)(F)F)c2)c1-c1ccccc1,0.3
CC1(C)CC(=O)C=C(NC2CCCC(O)C2)C1 (stereo not drawn),-0.1
CCC(C)(C)n1nnnc1C(C(C)C)N(Cc1ccco1)Cc1cc2cc3c(cc2[nH]c1=O)OCO3 (stereo not drawn),-0.9
C=CCn1c(CNC(=O)c2cccs2)nnc1SCC(=O)c1ccc(Br)cc1,-0.9
O=C(/C=C\Nc1ccc(S(=O)(=O)Nc2ncccn2)cc1)c1cccc2ccccc12,7.3
O=C(CSc1n[nH]c(-c2ccncc2)n1)Nc1ccccc1C(F)(F)F,1.6
Cc1cc(C)n(CCNC(=O)[C@H]2O[C@@H](n3ccc(=O)[nH]c3=O)[C@H](O)[C@@H]2O)n1,0.4
CC(Cc1ccccc1)NC(=S)CN1CCCC1=S (stereo not drawn),1.3
O=C(CNc1ccc2c(c1)OCO2)N/N=C\c1ccccc1Cl,-1.4
Cc1cccc(C(=O)NNC(=O)c2ccc(-c3ccccc3)cc2)c1,1.1
O=C(Cc1ccc(NC(=O)C2CCCN(C(=O)C3CCCC3)C2)cc1)Nc1ccc(C(=O)N2CCOCC2)cc1 (stereo not drawn),-1.6
c1ccc2c(c1)nc(NC1CCCCC1)c1nncn12,-0.5
CCN(CC)C(=O)CC(c1cc(OC)c(OC)c(OC)c1)c1c(O)cc(OC)cc1OC (stereo not drawn),1.9
NC(=O)COc1ccc(C23CC4CC(CC(C4)C2)C3)cc1,4.1
Cc1ccc(C(=O)OCC(=O)NCc2ccc3c(c2)OCO3)o1,-0.3
Cc1ccc(S(=O)(=O)NCCC(=O)NC2CCC(C)CC2)cc1 (stereo not drawn),-1.4
COc1cc([N+](=O)[O-])ccc1-c1ccc(/C=C2\C(=O)ON=C2c2ccccc2)o1,1.2
COC(=O)c1cn(C(=O)c2ccccc2Cl)c2ccccc12,-0.5
CN(C)S(=O)(=O)N1CCN(c2cc(Cl)ccc2Cl)CC1,4.0
O=C1C2CC=CCC2C(=O)N1c1ccc(NCCc2ccc(Cl)cc2)c([N+](=O)[O-])c1 (stereo not drawn),-1.3
Cc1cc(Br)c(Cl)cc1NC(=O)CN1C(=O)C2C3CC(c4ccccc4)C(C3)C2C1=O (stereo not drawn),0.2
COc1ccccc1N1CCN(S(=O)(=O)CCNC(=O)c2ccccc2Br)CC1,-2.1
Cc1cccc(-c2noc(-c3ccc(F)cc3)n2)c1,0.6
O=C(NCCCc1ccccc1)[C@H](Cc1ccccc1)NC1(C(=O)NCCc2c[nH]c3ccccc23)CCOCC1,0.7
Nc1c(-c2ccccc2)c(CSc2nc3ccccc3[nH]2)nn1-c1ccc(C(=O)O)cc1,1.2
Cc1cccc(C)c1NC(=S)N(C)CCc1ccccn1,-2.4
COc1ccc(NC(=O)C(OC(=O)CNC(=O)c2ccccc2)c2ccccc2)cc1F (stereo not drawn),0.5
COc1ccc(OC)c2c(C)cc(N3CCCCCC3)nc12,-0.6
O=C(C1CCCN(S(=O)(=O)c2ccc(Br)s2)C1)N1CCCCCC1 (stereo not drawn),-1.4
O=S(=O)(c1cc(F)ccc1F)N1CCC2(CC1)OCCN2S(=O)(=O)c1ccccc1,-0.7
CC(C)CCOc1ccc(C2CC(=O)N(C)C2=O)cc1 (stereo not drawn),2.2
O=C1CN(c2ccc(Cl)cc2)C2(CCCCC2)S1,3.7
OCC[C@H]1C[C@H](O)[C@@H](O)[C@]2(CCCCO2)O1,-0.2
CCSc1nc(O)cc(=O)n1-c1ccc(OC)cc1,3.9
CC(=O)c1ccc(NC(=O)c2cc(=O)[nH]c3ccccc23)cc1,-1.7
CC(C)C[C@@H](CO)N1CCN(CC(C)C)CCC1=O,5.2
COc1ccc(Cc2c(C3CCCCC3)nc3cc(C)c(Br)c(C)n23)c(C)c1,1.4
COc1ccc(Cl)cc1NC(=O)CN(C)C(=O)c1ccc(-n2cncn2)cc1,2.7
CC(CC(=O)NCCc1ccc(F)cc1)c1ccccc1 (stereo not drawn),8.3
COc1ccccc1NC(=S)NNC(=O)c1ccc(O)cc1,2.2
CCN(CC)c1ccc(/C=N/Nc2ccc(C)cc2)c(O)c1,1.7
O=C(/C=C/c1ccc(OC(F)F)cc1)Nc1cccc(S(=O)(=O)NC2=NCCCCC2)c1,-3.0
Cc1ccc(NC(=O)NNC(=O)c2snnc2C)cc1,4.0
NC(=O)COC(=O)c1cc(S(=O)(=O)N2CCN(c3ccccc3)CC2)ccc1Cl,0.6
COc1ccccc1NC(=S)NCc1ccccn1,1.2
CC(C)(C)NC(=O)C1(C)CCC(=O)N1C1CCN(Cc2ccccc2)CC1 (stereo not drawn),1.7
# The list continues.
SMILES,TTR transcr act
COc1ccc2nccc(C(N)=O)c2c1,1.3
COc1ccc(OCCCC(=O)NCC(C)C)cc1,-1.0
O=[N+]([O-])c1ccccc1S(=O)(=O)NCCSCc1ccco1,-0.6
COc1ccc(OC)c(-n2c(-c3ccc(S(C)(=O)=O)cc3)cc(C=O)c2C)c1,-5.5
COCCNC(=S)NCc1cccs1,-1.1
N#Cc1ccc(-c2ccc(F)cc2)nc1Oc1ccccc1,0.1
Cc1cccnc1C(NC(=O)C1CCN(Cc2ccc(Cl)c(Cl)c2)CC1)c1ccc(Cl)cc1 (stereo not drawn),-2.1
CN(Cc1cnn(-c2ccccc2)c1)C(=O)C1CCC(=O)N(C2CC2)C1 (stereo not drawn),-1.8
COc1ccc(/C=N/NC(=O)c2nn(C)cc2Br)cc1CSCc1ccco1,2.3
CCc1nc2ccc(C(=O)Nc3ccc(C(N)=O)cc3)cn2c1N(C)CCC(C)C,0.1
O=C(CCC(=O)c1ccc(F)cc1)OC1CCOC1=O (stereo not drawn),1.6
Cc1cc(C)n(C(=O)c2ccc(NC(=O)C3COc4ccccc4O3)cc2)n1 (stereo not drawn),-1.5
O=[N+]([O-])c1cccc(/C=N/Nc2nccnc2Cl)c1,-0.9
O=C(NC1CC(=O)N(c2ccccc2)C1)N1CCN(C(=O)c2ccco2)CC1 (stereo not drawn),0.6
Nc1c(N(Cc2ccco2)C(=O)c2ccc(Br)cc2)c(=O)[nH]c(=O)n1Cc1ccccc1,-0.7

# Single values from above.
# N#Cc1ccc(-c2ccc(F)cc2)nc1Oc1ccccc1 – TTR transcr act = 0.1
# CC(C)C[C@@H](CO)N1CCN(CC(C)C)CCC1=O – TTR transcr act = 5.2
# COc1cc([N+](=O)[O-])ccc1-c1ccc(/C=C2\C(=O)ON=C2c2ccccc2)o1 – TTR transcr act = 1.2
# COc1ccccc1NC(=S)NNC(=O)c1ccc(O)cc1 – TTR transcr act = 2.2

# More entries.
SMILES,TTR transcr act
COc1ccc(NC(=O)CN2C(=O)C(C)Oc3ccccc32)c(OC)c1 (stereo not drawn),2.6
Cc1cc(-c2ccco2)n(CC(=O)NCCCc2ccccc2)n1,3.0
COCCn1c(SCC(=O)N2CCCCCC2)nc2c(c1=O)SCC2,0.2
COc1ccc(C2=NNC(=O)CC2)cc1,0.7
Cc1ccccc1NC(=O)Cn1c(NCC(C)O)nc2ccccc21 (stereo not drawn),3.3
CCCCNC(=O)C1(C)CCC(=O)N1C1CC1 (stereo not drawn),-1.1
O=Cc1c(-[n+]2ccccc2)nc([O-])n1-c1ccccc1,-0.1
COCCn1nnnc1C(c1ccccc1)N1CCN(C)CC1 (stereo not drawn),-1.2
Cc1cc(=O)oc2cc(OCc3ccc(C(=O)OCC(=O)Nc4ccccc4OC(F)F)cc3)ccc12,2.4
CCOc1ccc(NS(=O)(=O)c2ccc3c(c2)N(C(C)=O)CCO3)cc1,-1.4
CCOc1ccccc1NC(=O)C(=O)N/N=C/c1ccc([N+](=O)[O-])cc1,0.5
c1ccc2c(N3CCOCC3)nc(N3CCOCC3)nc2c1,-0.1
Cc1cccc(C(=O)N(C(=O)c2cccc(C)c2)N(C)C)c1,0.4
Cc1ccccc1OCC(=O)Nc1nnc(-c2ccncc2)s1,6.3
Cc1ccc(S(=O)(=O)N(C)C)cc1NC(=S)NC1CCCC(C)C1C (stereo not drawn),-2.8
CN1CC(O)([C@H](Cc2ccccc2)NC(=O)OC(C)(C)C)OCC1C(=O)NCc1cccc2ccccc12 (stereo partly drawn),-3.9
COc1cc(NC(=S)N2CCCCC2C)c(OC)cc1Cl (stereo not drawn),0.7
CCc1cc2c(=O)c(-c3cnn(-c4ccccc4)c3)c(C)oc2cc1OCC(=O)Nc1ccc(F)c(F)c1,1.0
C=CCOC(=O)C1=C[C@H](c2ccc(C(F)(F)F)cc2)C[C@H](OCCCCO)O1,3.2
O=C(COc1ccccc1[N+](=O)[O-])Nc1ccc(CN2CCOCC2)cc1,-0.6
COCc1cc(=O)[nH]c(SC)n1,-1.0
Cc1cccc(C(=O)Nc2c(C#N)c(C)c(C)n2Cc2ccccc2)c1,-4.6
COc1cc(NC(=O)COC(=O)CC(C)(C)C)c(C)cc1[N+](=O)[O-],-0.6
CC(=O)CCc1oc2ccccc2c1-c1ccccc1,0.6
O=C(CNCc1ccccc1)Nc1ccccc1-c1ccccc1,-2.1
Cc1ccc(-c2csc3ncnc(N4CCN(C)CC4)c23)cc1C,0.1
COc1cccc(-c2ccc(CN3C(C)C(=O)N(Cc4cn(Cc5ccco5)nn4)CCS3(=O)=O)cc2)c1OC (stereo not drawn),0.7
Cc1cccc(N2CCN(C(=O)c3ccccn3)CC2C)c1 (stereo not drawn),1.5
c1nc(NC[C@@H]2CCCO2)c2cc(-c3ccc4c(c3)OCO4)ccc2n1,0.3
O=c1/c(=C\c2ccc(F)cc2)sc2n1CCCN=2,-1.9

# Next section, overlapping the part above by six compounds.
SMILES,TTR transcr act
O=C(CNCc1ccccc1)Nc1ccccc1-c1ccccc1,-2.1
Cc1ccc(-c2csc3ncnc(N4CCN(C)CC4)c23)cc1C,0.1
COc1cccc(-c2ccc(CN3C(C)C(=O)N(Cc4cn(Cc5ccco5)nn4)CCS3(=O)=O)cc2)c1OC (stereo not drawn),0.7
Cc1cccc(N2CCN(C(=O)c3ccccn3)CC2C)c1 (stereo not drawn),1.5
c1nc(NC[C@@H]2CCCO2)c2cc(-c3ccc4c(c3)OCO4)ccc2n1,0.3
O=c1/c(=C\c2ccc(F)cc2)sc2n1CCCN=2,-1.9
O=C(Nc1ccn(CCCN2CCN(Cc3ccc(F)cc3)CC2)c(=O)n1)OCc1ccccc1,-0.3
Cc1ccc(C(=O)N/C(=C\c2ccc3c(c2)OCO3)C(=O)Nc2ccc(C(=O)O)cc2)cc1,1.4
Cc1ccc2nc(-c3cccs3)oc(=O)c2c1,8.4
COc1ccc(-c2csc3nc(-c4cccnc4)nc(N4CCC(C(N)=O)CC4)c23)cc1OC,-1.7
CCCCNC(=O)CC1S/C(=N/N=C/c2ccc(OC)cc2)NC1=O (stereo not drawn),1.3
COc1ccc(N2CCN(C(=S)NCc3ccccc3)CC2)cc1,0.7
CCN(CC)C(=O)C1=C(C)N(CCCN2CCCC2=O)C(=O)C(CC(=O)NC(c2ccccc2)c2ccccc2)C1 (stereo not drawn),1.2
Oc1ccccc1N1CCN(c2nc(-c3cccs3)nc3ccccc23)CC1,-0.7
CC1(C(=O)OCC(=O)Nc2ccc(Cl)cn2)CC1(Cl)Cl (stereo not drawn),-1.5
O=C1[C@H](Cc2ccccc2)NCC=CC[C@H](c2ccc(Cl)cc2)N1Cc1ccccc1,0.7
COc1cc(OC)cc(-c2c(-c3cccs3)c3cc(-c4ccc(SC)cc4)ccc3n2C)c1,2.5
Cc1ccc(-c2nc(-c3ccccn3)no2)cc1[N+](=O)[O-],2.4
COc1ccc(CNC(=O)c2cccnc2SC)cc1OC,-2.1
Cc1ccc(C)c(OCc2cc(C(=O)N3CCN(c4ccccc4)CC3)no2)c1,0.4
C[C@@H]1CN([C@@H](C)CO)C(=O)CCCn2nncc2CO[C@@H]1CN(C)S(=O)(=O)c1ccc2ccccc2c1,-0.8

# No new results follow: an excerpt of the list.
SMILES,TTR transcr act
Cc1ccc(C)c(OCc2cc(C(=O)N3CCN(c4ccccc4)CC3)no2)c1,0.4
C[C@@H]1CN([C@@H](C)CO)C(=O)CCCn2nncc2CO[C@@H]1CN(C)S(=O)(=O)c1ccc2ccccc2c1,-0.8

# Later entries.
SMILES,TTR transcr act
CCOC(=O)C1CCN(c2ncnc3cc(OC)c(OC)cc23)CC1,-2.9
COC(=O)C(C)(C(=O)OC)c1ccc([N+](=O)[O-])cn1,0.6
O=C(OCCc1cc2ccccc2c(=O)o1)c1ccc(C(F)(F)F)cc1,2.8
Cc1ccn(C)c(=N)c1,2.7
COc1ccc(C(=O)c2c[nH]c(C(=O)NCc3cccnc3)c2)cc1,0.7
CC(C)(C)OC(=O)N1C(=O)[C@](OC(=O)c2ccccc2)(c2ccccc2)c2cccc(F)c21,1.6
CC1(C)C2CCC(C2)C1(C)NC(=O)CN1CCOCC1 (stereo not drawn),0.7
Cc1[nH]n(-c2ccccc2)c(=O)c1CCOC(=O)c1ccc(C(F)(F)F)cc1,-1.3
COc1cc(NC(=O)c2cnn3c(C)cc(C)nc23)c(OC)cc1Cl,5.7

# Not all compounds are listed, so the mix of outcomes need not match the whole.
